Assay outcomes: PubChem, National Center for Advancing Translational Sciences (NCATS)
D2 PAM – positive allosteric modulators of human D2 dopamine receptor. HEK293 T-REx D2, calcium flux, EC20 dopamine potentiation. hit rate 0.34% among 340,000. AID 485347. potentiation, % at 10 µM;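 active means potentiation over 3 SD above the plate norm, cut at about 30% in these data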; further: 0% is about no effect
Target sequence (P14416 whole entry, looked up): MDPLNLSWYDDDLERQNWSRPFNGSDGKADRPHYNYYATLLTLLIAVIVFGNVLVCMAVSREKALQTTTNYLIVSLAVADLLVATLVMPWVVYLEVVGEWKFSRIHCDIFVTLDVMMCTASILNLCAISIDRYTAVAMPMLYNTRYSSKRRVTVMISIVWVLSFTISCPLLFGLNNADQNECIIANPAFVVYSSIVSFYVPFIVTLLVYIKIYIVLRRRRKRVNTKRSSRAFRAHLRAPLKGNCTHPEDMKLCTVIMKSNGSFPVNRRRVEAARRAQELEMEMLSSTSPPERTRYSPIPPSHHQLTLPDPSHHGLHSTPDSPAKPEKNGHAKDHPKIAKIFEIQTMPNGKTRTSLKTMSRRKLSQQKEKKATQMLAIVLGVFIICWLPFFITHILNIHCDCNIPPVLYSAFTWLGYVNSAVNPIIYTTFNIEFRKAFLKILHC
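Cells plated with tetracycline inducer and held overnight at 30 C; calcium dye loaded 30–90 min at room temperature; baseline taken, compound added and read 180 s; EC20 dopamine then added and read 180 s.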
D1 antagonist – human D1 dopamine receptor antagonism | P21728 | hit rate 3.2% among 360,000 | HEK293 TREx D1 cells, calcium flux, dopamine EC80; active compounds read low | activity change, negative = inhibition, % at 10 µM; in the data active means activity change below about -30%; further: on the % scale 0 is the no-effect control and ±100 the full control effect
Target sequence (P21728 whole entry, looked up): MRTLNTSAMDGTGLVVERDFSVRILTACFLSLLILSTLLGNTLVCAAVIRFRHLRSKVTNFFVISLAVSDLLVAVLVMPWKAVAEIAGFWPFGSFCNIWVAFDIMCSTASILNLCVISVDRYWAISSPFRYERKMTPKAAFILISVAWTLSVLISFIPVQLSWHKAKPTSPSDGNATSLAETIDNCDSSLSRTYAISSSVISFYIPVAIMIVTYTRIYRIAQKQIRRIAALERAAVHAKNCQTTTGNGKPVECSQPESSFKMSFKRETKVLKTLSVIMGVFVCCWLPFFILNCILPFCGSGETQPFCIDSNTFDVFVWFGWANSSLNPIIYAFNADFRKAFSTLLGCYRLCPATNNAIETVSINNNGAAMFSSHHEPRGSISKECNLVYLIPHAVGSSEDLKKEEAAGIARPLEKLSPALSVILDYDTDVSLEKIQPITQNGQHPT
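Tetracycline-induced HEK293 Trex D1 cells, force-coupled to calcium, dye-loaded; compounds added and read 180 s, then EC80 dopamine added and calcium flux tracked kinetically another 180 s.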
Apoferritin bind – binds horse apoferritin like a general anesthetic. P02791. Potency, µM (highest dose often 77.5 µM), without a hit: at the top dose activity change, negative = displacement, most hits filed as inhibitors. hit rate 0.074% among 350,000. apoferritin/1-aminoanthracene competitive binding, fluorescence. AID 485281; further: potency means the concentration at half of the fitted maximal effect; on the % scale 0 is the no-effect control and ±100 the full control effect; nearly all actives have a fitted effect of over 20% in size
Target sequence (P02791 2-175 limits assumed): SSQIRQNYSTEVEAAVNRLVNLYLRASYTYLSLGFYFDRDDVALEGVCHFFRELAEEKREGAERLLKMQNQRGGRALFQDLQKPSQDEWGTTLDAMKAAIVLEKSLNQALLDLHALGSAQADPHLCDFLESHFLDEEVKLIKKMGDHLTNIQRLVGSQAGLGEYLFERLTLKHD
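Horse-spleen apoferritin (10 uM) was mixed with 50% saturated 1-aminoanthracene in PBS, exposed to compounds for 10 min at room temperature, and read for fluorescence (ex 380 nm, em 535 nm). Competitive displacement was fitted with a four-parameter Hill equation.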
TRHR agonist – activates the human TRH receptor; P34981; TRHR cells, calcium flux fluo-8, FDSS agonist mode; activation, % at 2 µM; hit rate 0.18% among 360,000; in the data active means activation above about 30%; further: 0% is about no effect
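TRHR-expressing cells, plated overnight in medium with 10% serum, were loaded with fluo-8 calcium dye at room temperature. After a 10 s baseline, library compound was pin-added and calcium release was recorded kinetically (ex 480/em 530) as agonist response.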
D1 PAM – human D1 dopamine receptor positive modulation | P21728 | hit rate 0.036% among 360,000 | HEK293 TREx D1 cells, calcium flux, dopamine EC20 potentiation | potentiation, % at 10 µM; in the data active means potentiation above about 30%; further: 0% is about no effect
D1 ag – agonists of human D1 dopamine receptor; P21728; HEK293 T-REx D1 cells, calcium flux, agonist mode; activation, % at 2 µM; hit rate 1% among 360,000; AID 504660; in the data active means activation above about 30%; further: 0% is about no effect
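Agonism was scored from calcium flux recorded over 180 s (1 read/s) after pintool compound addition, following a 10-cycle baseline. Cells were inducible force-coupled HEK293 TREx D1, plated overnight at 30 C and loaded with no-wash calcium dye.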
TRHR PAM – allosteric enhancers of human TRH receptor; P34981; TRHR cells, fluo-8 calcium fluorescence, EC20 TRH enhancement; enhancement, % at 2 µM; hit rate 0.66% among 360,000; in the data active means enhancement above about 30%; further: 0% is about no effect
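Enhancer read-out: after compound pinning and an initial kinetic agonist-mode read, an EC20 of TRH (10 nM final) was injected and fluo-8 calcium signal (Ex 480/Em 530) followed at 1 s/cycle for 100 cycles in TRHR-expressing cells.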
RXFP1 agonist – activates the human relaxin receptor RXFP1; Q9HBX9; HEK293T-RXFP1 cAMP TR-FRET, 30 min; response scale: percent of porcine relaxin response, buffer zero; Potency, µM (highest dose often 57.5 µM), for inactives: at the highest dose activation, most hits filed as activators; hit rate 0.3% among 370,000; AID 2676; further: potency means the concentration at half of the fitted maximal effect; on the % scale 0 is the no-effect control and ±100 the full control effect; nearly all actives have a fitted effect of over 60% in size; many of its hits are not listed in these tables
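HEK293 cells stably expressing RXFP1, treated 30 min at 37C with compounds plus PDE4 inhibitor Ro 20174; cAMP measured by HTRF TR-FRET. Normalized to buffer and 29 nM porcine relaxin; EC50 by Hill fit.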
RXFP1 antag – blocks the human relaxin receptor RXFP1; HEK293-RXFP1, relaxin-stimulated cAMP HTRF, 30 min; active compounds read low; activity change, negative = inhibition, % at 57.5 µM; hit rate 0.59% among 350,000; AID 1259400;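 active means activity change of -60% or lower, but not beyond a set lower limit; inconclusive means change between -60% and -40%, or beyond the set limit; inactive means change above -40%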; further: on the % scale 0 is the no-effect control and ±100 the full control effect
The depositor's hits bear a star; ? = inconclusive; . = no result given; & = joins results of further samples. Unless noted, the call rests on the fitted dose curve; in most records, active means well fitted curve in the direction sought with a large enough effect; inconclusive means small, poorly fitted or top-dose-only effect, or another doubt; inactive means no such curve, though single readings can be large; an effect the other way counts as inactive or inconclusive. An excerpt. The share of hits here may be higher or lower than overall.

#1 CCOc1ccc(OCC)c(S(=O)(=O)NNC(=O)c2c(C)nc3ccccn23)c1
#2 Cc1cccc(OCC(=O)N/N=C2/SCC(=O)N2Cc2ccco2)c1
#3 Cc1ccccc1NS(=O)(=O)c1ccc2[nH]cc(C(=O)N3CCCC3)c(=O)c2c1
#4 COc1cccc(NS(=O)(=O)c2ccc3c(c2)CC(=O)N3)c1
#5 COC(=O)c1ccccc1NC(=O)CN1CCC(n2nnc3cc(C)ccc32)CC1
Assay by compound | 1 | 2 | 3 | 4 | 5
D1 PAM | 4 | 1 | -4 | 7 | -3
RXFP1 antag | -5 | 1 | 8 | -1 | .
D1 antagonist | 7 | -2 | 1 | -9 | -6
Apoferritin bind | 3% | -6% | -5% | . | -5%
TRHR PAM | 0 | 5 | -6 | 1 | -13
D2 PAM | 3 | 12 | 12 | 6 | 1
RXFP1 agonist | 3.5% | 0.0% | 1.7% | 0.5% | -0.4%
TRHR agonist | 0.1 | -1.0 | -0.1 | 0.0 | -0.7
D1 ag | 1 | 1 | 2 | 4 | 2

#6 O=C(Nc1ccnn1C1CCN(Cc2c(F)cccc2Cl)CC1)C1CCCC1
#7 CC(Oc1ccc(Cl)cc1Cl)C(=O)Nc1ncccn1 (stereo not drawn)
#8 O=S(=O)(c1ccc2c(c1)OCCO2)N1CCN(S(=O)(=O)c2ccc(F)c(F)c2F)CC1
#9 Cc1ccc(C)c(NC(=O)c2ccc(OCc3c(C)noc3C)cc2)c1
#10 COC(=O)c1cc2oc(C)cc2n1Cc1ccc(Br)cc1F
Assay by compound | 6 | 7 | 8 | 9 | 10
D1 PAM | 0 | -4 | 2 | . | 2
RXFP1 antag | ? | 8 | . | -14 | -29
D1 antagonist | -2 | 9 | 9 | -1 | 12
Apoferritin bind | -6% | -18% | . | . | 16%
TRHR PAM | 4 | 9 | 1 | -2 | -6
D2 PAM | -4 | 8 | . | -7 | .
RXFP1 agonist | 1.1% | -0.6% | . | 2.2% | -3.9%
TRHR agonist | -0.5 | -1.0 | -0.8 | 0.0 | 0.0
D1 ag | 0 | 2 | 1 | 18 | 2

#11 CCc1cc(CNC(=O)c2ccc3nc(Cc4ccc(OC)c(OC)c4)oc3c2)on1
#12 CCc1ccc(OCC(=O)N2CCN(c3ccccn3)CC2)c(Br)c1
#13 CCCOc1ccc(N2C(=O)CC(SC(=NCC)NCC)C2=O)cc1 (stereo not drawn)
#14 O=C(COC(=O)c1ccccc1O)Nc1cccc2ccccc12
#15 O=C(CC1C(=O)NCCN1CC1CCCCC1)NC1(c2ccccc2)CC1 (stereo not drawn)
Assay by compound | 11 | 12 | 13 | 14 | 15
D1 PAM | 2 | -13 | -9 | -7 | 7
RXFP1 antag | 12 | -14 | 0 | 7 | 2
D1 antagonist | -16 | 2 | -10 | 1 | 5
Apoferritin bind | 5% | -13% | -4% | . | -12%
TRHR PAM | -6 | -4 | -14 | 0 | -11
D2 PAM | -9 | -3 | -18 | -3 | -7
RXFP1 agonist | -0.8% | 0.4% | 0.4% | 4.4% | -0.5%
TRHR agonist | -0.7 | -1.2 | -0.2 | 0.0 | 0.9
D1 ag | 4 | 4 | 0 | 1 | 0

#16 COc1ccc(OCCC(=O)OCC(=O)Nc2ccc(Br)cc2)cc1
#17 O=C(O)CSc1cc(C(=O)c2cc(F)ccc2O)cn2c(=O)c3c(-c4ccccc4)csc3nc12
#18 CCOC(=O)c1ccc(NC(=O)CCNS(=O)(=O)c2cccs2)cc1
#19 CCC(=O)Nc1cc(Cl)ccc1C(=O)O
#20 Cc1cccc(OCC(=O)N/N=C/c2cccn2C)c1
Assay by compound | 16 | 17 | 18 | 19 | 20
D1 PAM | -7 | -1 | 12 | -1 | -3
RXFP1 antag | 2 | 1 | 5 | -6 | 0
D1 antagonist | 0 | 16 | 5 | . | -6
Apoferritin bind | -10% | -20% | -6% | -5% | -11%
TRHR PAM | -3 | -9 | 2 | -6 | -2
D2 PAM | -16 | -6 | -6 | 9 | -11
RXFP1 agonist | 0.3% | 1.6% | -0.5% | -0.1% | 0.3%
TRHR agonist | -0.3 | -0.1 | 0.6 | -0.1 | -0.3
D1 ag | 3 | 2 | 2 | 2 | 2

#21 CC(=O)Nc1ccc(S(=O)(=O)N2CCC(C(N)=O)(N3CCCCC3)CC2)cc1
#22 Cc1ccc(O)c(C2=Nc3ccccc3C2(C)C)c1
#23 O=C(Cc1ccccc1)NNC(=O)c1ccccc1C(=O)O
#24 CCOc1ccc(N(CC(=O)Nc2ccccc2C(=O)NCc2ccco2)S(C)(=O)=O)cc1
#25 COc1cc(CC(=O)Nc2sccc2C(N)=O)cc(OC)c1OC
Assay by compound | 21 | 22 | 23 | 24 | 25
D1 PAM | -2 | 4 | -6 | -2 | 3
RXFP1 antag | 4 | . | 7 | 23 | -3
D1 antagonist | -5 | 20 | 8 | 3 | 10
Apoferritin bind | 12% | -9% | 6% | -22% | -8%
TRHR PAM | 0 | 5 | 18 | 0 | 19
D2 PAM | -4 | 19 | 1 | -4 | 11
RXFP1 agonist | -1.9% | -0.4% | 0.9% | 0.0% | -1.2%
TRHR agonist | -1.9 | -0.3 | 0.0 | -0.4 | -0.6
D1 ag | 2 | 8 | 3 | 0 | 5

#26 Nc1nc(NCc2c(F)cccc2Cl)nn1-c1ccccc1
#27 CC1(C)CC(=O)C=C(NC2CCCCCCC2)C1
#28 CC1CCN(CCCNC(=O)c2cc3sccc3n2C)CC1
#29 Cc1cccc(N2CCN(S(=O)(=O)c3c(C)nc4scc(C)n4c3=O)CC2)c1C
#30 Cc1cc(C)c(S(=O)(=O)NCc2ccc3c(c2)CCN3C(=O)c2ccccc2)c(C)c1
Assay by compound | 26 | 27 | 28 | 29 | 30
D1 PAM | 1 | -4 | -1 | -8&-3 | -2
RXFP1 antag | -2 | 9 | -24 | 28&4 | -12
D1 antagonist | -10 | 4 | -1 | 18&-3 | 2
Apoferritin bind | -3% | -14% | -7% | -6%&-2% | ?
TRHR PAM | 2 | -1 | -2 | 10&6 | 1
D2 PAM | 14 | 1 | -23 | -8&4 | -10
RXFP1 agonist | -0.8% | 1.4% | 0.2% | 2.5%&0.4% | 2.7%
TRHR agonist | 0.9 | -0.4 | 0.0 | 0.1&-0.9 | -0.3
D1 ag | -2 | 0 | 0 | 3&6 | 5

#31 N#Cc1nc(COc2ccccc2)oc1N1CCOCC1
#32 O=C(CN1CCOCC1)Nc1ccc(Oc2ccccc2)cc1
#33 O=C(/C=C/c1ccc(O)c(O)c1)NC(=O)c1ccccc1O
#34 O=S(=O)(/N=C(/Nc1cccc2ccccc12)c1ccccc1)c1cccs1
#35 Cc1ccc(N(C(=O)c2nsc(Cl)c2Cl)C(C(=O)NC2CCCC2)c2ccc(O)cc2)cc1C (stereo not drawn)
Assay by compound | 31 | 32 | 33 | 34 | 35
D1 PAM | -5 | 13 | 2 | 6 | -4
RXFP1 antag | 6 | -4 | . | 1 | -7
D1 antagonist | -24 | 1 | -5 | -2 | -19
Apoferritin bind | -11% | -15% | -19% | -11% | ?
TRHR PAM | -5 | -7 | -8 | -3 | 1
D2 PAM | . | 7 | 0 | 5 | 7
RXFP1 agonist | 0.7% | 0.8% | -0.2% | 1.6% | 4.8%
TRHR agonist | -1.7 | -0.1 | 0.3 | 0.2 | 0.7
D1 ag | 0 | 5 | 1 | 9 | 2

#36 CCOc1ccc(-c2nnn(CC(=O)c3cc(OC)ccc3OC)n2)cc1
#37 O=C(NNc1ccc(-c2csnn2)cc1)c1ccccc1C(F)(F)F
#38 COc1ccc(C2(c3ccc(OC)cc3)NC(=O)N(CC(=O)N(C)C)C2=O)cc1
#39 COc1cccc(C(=O)N2CCCCC2CCN2CCCCC2)c1 (stereo not drawn)
#40 Cc1cc(C)n(-c2ccc(C(=O)N3CC(C)OC(C)C3)cc2)n1 (stereo not drawn)
Assay by compound | 36 | 37 | 38 | 39 | 40
D1 PAM | -5 | -1 | 15 | -2 | -8
RXFP1 antag | -4 | 8 | -8 | 4 | -5
D1 antagonist | 1 | -2 | 5 | -5 | -13
Apoferritin bind | 7% | -12% | 3% | -5% | -5%
TRHR PAM | -4 | 0 | 5 | -3 | -8
D2 PAM | -2 | 8 | -10 | -6 | 9
RXFP1 agonist | 2.0% | 0.1% | -0.3% | -0.8% | 0.3%
TRHR agonist | 2.7 | -0.1 | 2.3 | 0.7 | 0.2
D1 ag | 4 | 3 | 4 | 4 | 2

#41 Cc1c(CC(=O)O)c(=O)oc2c(C)c(OCc3nn[nH]n3)ccc12
#42 Cc1ccc(NC(=O)c2c(C)oc3ccc(O)c(CN4CCCC4)c23)c(C)c1
#43 COC(=O)c1cc(Nc2cc(C)c3ccc(O)cc3n2)cc(C(=O)OC)c1
#44 CCN(Cc1ccncc1)C(=O)c1ccc2c(c1)S(=O)(=O)c1ccccc1C2=O
#45 Cc1cccc(C(=O)Nc2ccccc2C(=O)Nc2ccc(C(=O)O)cc2)c1
Assay by compound | 41 | 42 | 43 | 44 | 45
D1 PAM | 4 | 0 | -2 | -4 | 5
RXFP1 antag | -11 | -1 | -17 | -6 | 6
D1 antagonist | 0 | 4 | 2 | -8 | -1
Apoferritin bind | 4% | 2% | 14% | -6% | -3%
TRHR PAM | 7 | -4 | 32* | -4 | 4
D2 PAM | 7 | -9 | -1 | 3 | -7
RXFP1 agonist | 9.5% | 1.3% | 15% | 3.2% | -0.8%
TRHR agonist | 0.6 | -0.9 | 1.0 | -0.4 | 0.3
D1 ag | 3 | 1 | 1 | 1 | -3

#46 O=C1C=C(NCc2ccncc2)CC(c2ccccc2)C1 (stereo not drawn)
#47 COc1ccc(OC)c2sc(N3CCN(C(=O)c4ccc5c(c4)CCCC5)CC3)nc12
#48 O=C(OCCc1cc2ccccc2c(=O)o1)N1CCOCC1
#49 O=C(Nc1cccc(O)c1)c1cc(S(=O)(=O)N2CCCC2)ccc1Cl
Assay by compound | 46 | 47 | 48 | 49
D1 PAM | -5 | 4 | -3 | -1
RXFP1 antag | -12 | . | . | 0
D1 antagonist | 7 | . | . | -10
Apoferritin bind | -5% | -3% | . | -1%
TRHR PAM | 7 | -4 | 0 | -5
D2 PAM | -3 | -1 | -4 | -10
RXFP1 agonist | -0.1% | -0.1% | 0.9% | 0.3%
TRHR agonist | 0.0 | -0.2 | -0.4 | -0.1
D1 ag | 0 | -5 | 1 | 3
